# Bioassay records as filed in PubChem.
# FUS yeast rescue – rescues growth of FUS-expressing yeast. Potency, µM (top dose mostly 76.6 µM), without a hit: at the top dose growth rescue (activation), actives largely listed as activators. S. cerevisiae FUS-expressing, growth rescue, OD600, 24 h. AID 1347120. 390,000 tested, 0.24% active;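 note: potency is the fitted concentration of half-maximal effect; plate controls were DMSO vehicle for no effect and reference control for full effect; nearly all actives have a fitted effect of over 55% in size; some results filed as inactive show a strong effect at the top dose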
#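 Read-out: OD at 600 nm after 24hr at 30C, reporting rescue of FUS-induced yeast toxicity. Cells at OD 0.005 in galactose (2%) minimal medium; compounds tested in a dilution series; CP55940 titration from 92uM final as control.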
# Mm-Cpn inhibitor – blocks the Methanococcus maripaludis chaperonin Mm-Cpn. purified Mm-Cpn ATPase, ADP Transcreener TR-FRET. Potency, µM (doses to about 76.9 µM), for inactives: at the top dose activity, negative = inhibition, actives largely listed as inhibitors. 330,000 tested, 0.031% active. AID 504842; note: potency is the fitted concentration of half-maximal effect; % is set by controls: 0 for no effect and ±100 for the full control effect; nearly all actives have a fitted effect of over 80% in size
#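 Purified archaeal chaperonin (25 nM final) was preincubated with compound for 10 min at 37°C, then ATP (10 uM final) was added for 30 min at 37°C in Tris pH 7.4/KCl/MgCl2/DTT buffer. ADP was quantified by HTRF Transcreener TR-FRET.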
# PTHR1 agonist – PTHR1 (human) receptor agonism. HEK293 GP2 PTHR1 cells, GloSensor cAMP luminescence, 1 h. Potency, µM (series often up to 115 µM), inactives show top-dose activation, hits mostly activators. 410,000 tested, 0.075% active. AID 743266; note: potency is the fitted concentration of half-maximal effect; nearly all actives have a fitted effect of over 55% in size; some results filed as inactive show a strong effect at the top dose; inactives centre near -15; many of its hits are not listed in these tables
# Target sequence (Q03431 whole entry, looked up): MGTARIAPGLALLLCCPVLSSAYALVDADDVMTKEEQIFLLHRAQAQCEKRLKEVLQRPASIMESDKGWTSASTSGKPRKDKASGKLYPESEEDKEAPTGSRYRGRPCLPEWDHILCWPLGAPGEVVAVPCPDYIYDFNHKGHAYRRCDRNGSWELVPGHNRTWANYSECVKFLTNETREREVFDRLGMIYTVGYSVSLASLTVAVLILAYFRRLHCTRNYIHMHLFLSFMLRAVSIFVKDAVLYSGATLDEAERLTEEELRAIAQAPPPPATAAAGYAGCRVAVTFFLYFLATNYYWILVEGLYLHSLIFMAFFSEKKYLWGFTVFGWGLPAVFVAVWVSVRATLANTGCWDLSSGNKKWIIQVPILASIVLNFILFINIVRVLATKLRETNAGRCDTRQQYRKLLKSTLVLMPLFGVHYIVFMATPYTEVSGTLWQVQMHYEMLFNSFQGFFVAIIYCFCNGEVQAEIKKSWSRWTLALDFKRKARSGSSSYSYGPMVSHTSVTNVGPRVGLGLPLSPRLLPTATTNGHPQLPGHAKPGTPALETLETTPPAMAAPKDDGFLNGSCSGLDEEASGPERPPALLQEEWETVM
#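 HEK-293-derived GP2 cells expressing PTHR1 and a GloSensor cAMP reporter, 3,000/well, plated overnight, given luciferin plus IBMX (each 0.5 mM as added) for 1 h at 37 °C, then compound for 1 h at 37 °C. Luminescence was read after 15 min at room temperature.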
# HEK293 tox – cytotoxic in the GLP-1 receptor inverse agonist counter-screen; HEK293 cAMP-luciferase reporter cells, luminescence, 24 h; Potency, µM (titrated, usually from 38.3 µM), for the others: at the highest dose activity change, negative = inhibition, most hits filed as inhibitors; AID 624418; 410,000 tested, 0.13% active;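 note: loss of luciferase light is scored as toxicity; potency is the fitted concentration of half-maximal effect; % is set by controls: 0 for no effect and ±100 for the full control effect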
#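 Seeding density was 200 cells/uL; after overnight-length (12 h) culture, 23 nL compounds went on for 24 h at 37 °C. Readout used a luciferase detection reagent, luminescence taken after 12 min at room temperature.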
# GLP1R inv ag – inverse agonists of human GLP-1 receptor; P43220; HEK293 GLP-1R CRE-luciferase, luminescence, 24 h; GLP-1R form is constitutively active; Potency, µM (top dose mostly 38.3 µM), for inactives: at the top dose activity change, negative = inhibition, most hits filed as inhibitors; 410,000 tested, 1.6% active; note: potency is the fitted concentration of half-maximal effect; % is set by controls: 0 for no effect and ±100 for the full control effect; nearly all actives have a fitted effect of over 55% in size
# Target sequence (P43220 whole entry, looked up): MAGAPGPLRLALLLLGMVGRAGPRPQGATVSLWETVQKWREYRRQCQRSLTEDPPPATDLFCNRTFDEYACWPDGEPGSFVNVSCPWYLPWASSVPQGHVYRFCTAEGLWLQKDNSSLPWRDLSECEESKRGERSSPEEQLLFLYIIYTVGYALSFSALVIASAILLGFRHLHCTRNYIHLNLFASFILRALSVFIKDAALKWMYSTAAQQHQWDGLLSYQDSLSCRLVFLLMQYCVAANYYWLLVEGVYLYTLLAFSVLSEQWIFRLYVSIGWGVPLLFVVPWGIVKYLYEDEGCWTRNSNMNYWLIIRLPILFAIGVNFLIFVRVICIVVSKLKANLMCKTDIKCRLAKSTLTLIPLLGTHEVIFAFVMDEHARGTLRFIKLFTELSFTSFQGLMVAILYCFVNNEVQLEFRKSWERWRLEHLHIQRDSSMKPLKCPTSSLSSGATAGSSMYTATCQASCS
#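 Inverse agonists were sought by their lowering of basal cAMP reporter luciferase output in HEK293 cells stably carrying constitutively active human GLP-1R, after 24 h compound treatment.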
# aSyn rescue – rescues yeast growth from alpha-synuclein toxicity; 370,000 tested, 0.14% active; Potency, µM (series often up to 46.1 µM), without a hit: top-dose growth rescue (activation), usual class: activators; Yeast expressing alpha-synuclein, growth rescue, BacTiter-Glo, 24 h; note: potency is the fitted concentration of half-maximal effect; % of control where 0% means no effect; nearly all actives have a fitted effect of over 65% in size
#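 Galactose-induced alpha-syn yeast (OD600=0.02, raffinose-pregrown) + pinned cpd, 24 hr, 30 deg C; growth by BacTiter-Glo luminescence. Growth restoration scores as activation.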
# TDP-43 yeast inh – rescues yeast growth from TDP-43 toxicity; TDP-43 expressing yeast growth rescue, BacTiter-Glo, 24 h; Potency, µM (highest dose often 46.1 µM), for inactives: top-dose growth rescue (activation), hits mostly activators; 410,000 tested, 1.8% active; AID 652104; note: potency is the fitted concentration of half-maximal effect; % of control where 0% means no effect; nearly all actives have a fitted effect of over 50% in size
#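 Yeast expressing TDP-43 (pregrown in raffinose, seeded at OD600=0.02 in galactose medium) exposed to compounds 24 hr at 30 deg C. Growth read by BacTiter-Glo luminescence; rescue of toxicity appears as increased signal.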
# Abeta rescue – restores growth of yeast expressing A-beta42 peptide | 410,000 tested, 0.063% active | yeast expressing A-beta42, growth rescue, OD600, 48 h; response scale: 0% DMSO, 100% iron-clioquinol control | AID 1347071 | Potency, µM (doses to about 46.1 µM), for inactives: at the highest dose growth rescue, actives largely listed as activators; note: potency is the fitted concentration of half-maximal effect; nearly all actives have a fitted effect of over 55% in size
#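 Growth rescue measured by 600 nm absorbance after 48 h yeast culture at 30 C with compound. Values normalized between DMSO and an equimolar ferric chloride plus clioquinol control.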
# pAkt inh – Akt phosphorylation inhibition; Neuro2A IGF-stimulated pAkt S473 HTRF, 20 min; hits give low values; activity change, % for hits at 50 µM; 360,000 tested, 0.32% active; in the data active = activity change below about -80%; inconclusive = mostly about -51% to -80%; note: % is set by controls: 0 for no effect and ±100 for the full control effect
#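 Neuro2A cells in DMEM with 0.5% FBS, overnight at 37 deg C, given compound at single 50 µM final, then IGF (6 nM final) for 20 min at 37 deg C. Lysed; phospho-Akt Ser473 by HTRF after 24 h, 665/615 ratio.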
# An asterisk follows results filed as active; i = inactive; ? = inconclusive; / = not tested or not shown; [ ] = another dose, or the depositor's remark. Unless noted, calls come from the whole dose curve; as a rule, active = well fitted curve in the direction sought with a large enough effect; inconclusive = small, poorly fitted or top-dose-only effect, or another doubt; inactive = no such curve, though single readings can be large; an effect the other way counts as inactive or inconclusive.
SMILES,FUS yeast rescue,Mm-Cpn inhibitor,PTHR1 agonist,HEK293 tox,GLP1R inv ag,aSyn rescue,TDP-43 yeast inh,Abeta rescue,pAkt inh
O=C(NCc1ccccc1)[C@@H]1C[C@H]1[C@@H](NP(=O)(c1ccccc1)c1ccccc1)c1ccccc1,-13%,2%,10%,7%,-3%,-1%,-15%,1%,i
Cc1ccccc1N1CC2=C(C1=O)C(c1ccccc1)NC(=O)N2C (stereo unspecified),-17%,-1%,-6%,-26%,6%,1%,8%,1%,i
CCC1(c2ccccc2)NC(=O)N(CC(=O)Nc2ccc3c(c2)CCC3)C1=O (stereo unspecified),-1%,/,-8%,-5%,?,4%,4%,8%,i
CCOC(=O)C1=C(O)/C(=C\c2ccc(O)c(OCC)c2)N=C1C,16%,-3%,28%,-10%,-7%,-3%,-1%,1%,i
CCn1c(SCC(N)=O)nc2c(c1=O)C1(CCCC1)Cc1ccccc1-2,23%,/,-2%,7%,?,10%,6%,1%,i
Cc1ccc(S(=O)(=O)c2c(C)cc(C)nc2Oc2cccc(C)c2C)cc1,-20%,0%,-72%[inhibitor][57.5 µM],-10%,?,-6%,2%,10%,i
CCC1(CC)NC(=O)N(CC(=O)Nc2ccc(S(=O)(=O)N3CCOCC3)cc2)C1=O,-11%,-1%,-4%,-20%,-2%,4%,-8%,1%,i
O=C1CCCCC1Sc1nnc(Cc2cccs2)n1CCc1ccccc1 (stereo unspecified),30%,-1%,-15%,-10%,?,7%,6%,10%,i
Cc1ccc(CNc2ncnc3c2nnn3C)cc1,14%,/,-17%,10%,13%,/,?,1%,/
CCOc1ccc(NC(=O)Nc2ccc3snnc3c2)cc1,8%,/,i,-17%,?,-14%,20%,-10%,/
O=C(CN1CCC(C(=O)c2ccc(F)cc2)CC1)NCc1ccccc1F,25%,0%,i,6%,?,-3%,24%,-15%,i
CCC(C)NC(=O)CSc1nc2n[nH]c(C)c2c(=N)n1-c1ccc(OC)cc1 (stereo unspecified),14%,-13%,-11%,-1%,26%,-4%,8%,6%[9.22 µM],i
C(=C\c1ccccc1)/CN1CCN(C(c2ccnc3ccccc23)c2nnnn2C2CCCC2)CC1 (stereo unspecified),12%,/,-20%,1%,-6%,5%,22%,-6%,i
OC1(c2ccc(F)cc2)CSC(=Nc2cccnc2)N1Cc1ccco1 (stereo unspecified),22%,0%,i,10%,?,10%,?,-28%,i
CN(C)C(=O)c1ccc(NC(=O)CN2C(=O)NC3(CCCc4ccccc43)C2=O)cc1 (stereo unspecified),3%,1%,-22%,0%,12%,-5%,-18%,5%,i
O=C(NCc1ccco1)C1CCCN(S(=O)(=O)c2cccc3nonc23)C1 (stereo unspecified),17%,/,-6%,-5%,-1%,1%,-4%,-7%,i
CCCNS(=O)(=O)/C=C/c1ccccc1,2%,1%,-42%[inhibitor],-5%,14%,6%,15%[9.22 µM],-9%,i
CCOc1ccc(CCNC(=O)C2CCCN(c3ncnc4c3nc3n4CCCCC3)C2)cc1 (stereo unspecified),6%,0%,-3%,2%,-25%,-5%,29%,-11%,i
O=[N+]([O-])c1ccc(Nc2ccc(F)cc2)cc1,-23%,-2%,-30%[inhibitor],-22%,-13%,-4%,?,-5%,i
COCCCN(Cc1ccco1)C(=O)c1cc2c(s1)-c1ccccc1OC2,?,/,-4%,-3%,?,2%,22µM*,-20%,/
CN(C)CCCn1c(=O)n(Cc2ccccc2)c(=O)c2c3c(sc21)CCCCC3,28%,1%,-3%,24%,?,1%,2%,-5%,i
Cc1ccc(NCC(O)Cn2cnc3c2c(=O)n(C)c(=O)n3C)cc1 (stereo unspecified),9%,1%,-4%,-9%,2%,-6%,-6%,-9%,i
CCCS(=O)(=O)N1CCN(C(=O)c2cc(OC)cc(OC)c2)CC1,-20%,2%,-1%[57.5 µM],8%,13%,-2%,-8%,5%,i
O=C(NC1=NCCS1)c1sc2cc(F)ccc2c1Cl,/,-12%,i,2%,20%,-5%,?,-15%,i
CCCc1c(C(=O)N/N=C(\C)c2ccccc2O)nnn1-c1nonc1N,-15%,/,-1%,-17%,0%,0%,2%,-4%,i
# Next section.
SMILES,FUS yeast rescue,Mm-Cpn inhibitor,PTHR1 agonist,HEK293 tox,GLP1R inv ag,aSyn rescue,TDP-43 yeast inh,Abeta rescue,pAkt inh
Cc1cccc(OCC(=O)Nc2cc(-c3ccccc3F)nn2-c2ccccc2)c1,17%,/,-3%,0%,8%,/,15%,-8%,/
Cc1cc(=O)n(C)c2ccc(S(=O)(=O)N3CCOCC3)cc12,-20%,0%,i,-3%,20%,0%,-14%,7%,i
COc1ccccc1NC(=O)c1sc2ncn(CC(=O)N3CCC(C)CC3)c(=O)c2c1C,10%,-4%,i,-6%,-6%,1%,5%,17%,i
O=C(N/N=C/c1c[nH]c2ccccc12)c1[nH]c2ccc(Br)cc2c1-c1ccccc1,?,-2%,i,-24%,?,13%,23%,9%,i
COc1ccc(C(C)=O)cc1Cn1c(C)c(C(=O)NCc2ccc3c(c2)OCO3)sc1=O,8%,/,-36%[inhibitor],-7%,19%,0%,18%,0%,i
CCOC(=O)c1ccc(Oc2nc(NC(C)(C)C)nc(N(C)C)n2)cc1,26%,3%,-24%[57.5 µM],-19%,7.9µM*,-15%,22µM*,1%,i
CN(C)c1cccc2c(S(=O)(=O)N3CCCC3)cccc12,-8%,-3%,-23%,61%[activator],-5%,12%,24%,12%,i
Cn1c(=O)c2c(nc3n(-c4ccc(O)cc4)c(-c4ccc(Br)cc4)cn23)n(C)c1=O,4%,/,i,1%,13%,/,-7%,-13%,/
CCOC(=O)C(NC(=O)NCc1ccc(OC)cc1)(OCC)C(F)(F)F (stereo unspecified),/,-2%,-24%,-20%,-26%,3%,21%,8%,i
O=C(COc1ccccc1)Nc1ccc(Cl)cn1,12%,-1%,i,0%,7%,-2%,1%,-16%,i
Cc1ccc(Nc2nnc(SCC(=O)Nc3ncc(S(=O)(=O)c4ccc([N+](=O)[O-])cc4)s3)s2)cc1,/,0%,-14%,1%,6%,5%,-2%,0%,i
O=C(COC(=O)CNC(=O)c1ccc([N+](=O)[O-])o1)Nc1ncc(C(F)(F)F)cc1Cl,-4%,-1%,-42%[inhibitor],4%,11%,3%,22%,3%,i
CCOC(=O)C1CCCN(c2nc(C)nc3c2oc2ccccc23)C1 (stereo unspecified),34%,-2%,-5%[57.5 µM],-16%,-3%,-1%,-17%,-13%,/
O=C(CN1CCN(Cc2cccc(Cl)c2)C1=O)NCc1cccs1,0%,1%,10%,7%,-15%,-13%,-1%,-4%,i
O=C(Cn1cnc2ccccc2c1=O)Nc1cccc(S(=O)(=O)N2CCCCC2)c1,4%,3%,i,-4%,?,-8%,-3%,16%,i
C[C@@H](NC(=O)Cn1cnc2c(OCc3ccccc3)ncnc21)c1cccc2ccccc12,15%,2%,-16%,?,?,?,13%,11%,i
Fc1ccc(OCCOCCOc2cccc3[nH]ccc23)cc1,8%,0%,-25%,12%,-1%,1%,13%,15%,i
CCOC(=O)c1cnc(-c2ccccc2)nc1N(C)C,23%,-2%,-2%[57.5 µM],9%,-12%,10%,-15%,-3%,/
Cc1nc(COC(=O)c2ccc(S(=O)(=O)N3CCCC3)cc2)cs1,10%,0%,-9%[57.5 µM],-15%,0%,-1%,?,11%,i
CC[C@]12c3[nH]c4cc(CCC(=O)N(C)C)ccc4c3CCN1C(=O)[C@@H](CC(=O)NCCc1ccccn1)C[C@@H]2C(=O)N1CCN(C(=O)C2CC2)CC1,-13%,1%,i,-1%,16%,-1%,9%,-8%,i
CN(c1ncnc(N)c1[N+](=O)[O-])C1CCS(=O)(=O)C1 (stereo unspecified),-10%,0%,i,8%,?,-4%,2%,-6%,i
COc1ccc(/C=C/C(=O)OC(C)CN2CCCCC2)cc1 (stereo unspecified),-17%,-3%,-12%,-7%,-3%,-4%,6%,0%,i
CCOc1ccccc1N1CCN(C(=O)c2cc3cc(OC)ccc3[nH]2)CC1,?,-4%,-49%,3%,?,15%,?,-3%,i
COc1ccc(/C=C/C(=O)Nc2nc3n(n2)C(c2ccc(F)cc2)C=C(c2ccccc2)N3)cc1 (stereo unspecified),?,/,i,55%[activator],6%,/,0%[9.22 µM],-16%,/
CCOc1ccc(Cc2nnc(SCC(=O)Nc3c(C)cccc3C)[nH]c2=O)cc1,47%,-1%,-2%,-1%,3%,-7%,-3%,-7%,i
COc1ccnc(Oc2cc(Cl)cc(Cl)c2)c1C#N,-6%,-7%,i,-11%,5%,0%,14%,7%,i
CC1=NOC(=O)/C1=C\c1ccc(-c2cccc(Cl)c2)o1,/,-2%,-46%[inhibitor],?,0%,-4%,-7%,5%,i
COc1ccc(NC(=O)CSCc2ccccc2C)cc1,22%,-4%,-12%,0%[1.53 µM],-21%,9%,12%,21%,i

# 2 entries from above, with each value named.
Molecule: O=C(N/N=C/c1c[nH]c2ccccc12)c1[nH]c2ccc(Br)cc2c1-c1ccccc1
  FUS yeast rescue: ? | Mm-Cpn inhibitor: -2% | PTHR1 agonist: i | HEK293 tox: -24% | GLP1R inv ag: ? | aSyn rescue: 13% | TDP-43 yeast inh: 23% | Abeta rescue: 9% | pAkt inh: i

Molecule: COc1ccc(C(C)=O)cc1Cn1c(C)c(C(=O)NCc2ccc3c(c2)OCO3)sc1=O
  FUS yeast rescue: 8% | Mm-Cpn inhibitor: / | PTHR1 agonist: -36%[inhibitor] | HEK293 tox: -7% | GLP1R inv ag: 19% | aSyn rescue: 0% | TDP-43 yeast inh: 18% | Abeta rescue: 0% | pAkt inh: i

# Some of the compounds tested. The share of hits here may be higher or lower than overall.
